Screens: PubChem BioAssay, National Center for Advancing Translational Sciences (NCATS)
G9a inh – qHTS Assay for Inhibitors of Histone Lysine Methyltransferase G9a. Histone-lysine N-methyltransferase EHMT2 (Homo sapiens), Q96KQ7. G9a H3K9 monomethylation, AlphaScreen, 2 h. Potency, µM (doses to about 102 µM), inactives show at the highest dose activity, negative = inhibition, usual class: inhibitors. hit rate 8.8% among 350,000; further: potency means the concentration at half of the fitted maximal effect; on the % scale 0 is the no-effect control and ±100 the full control effect; nearly all actives have a fitted effect of over 75% in size
Target sequence (Q96KQ7 913-1193 limits assumed): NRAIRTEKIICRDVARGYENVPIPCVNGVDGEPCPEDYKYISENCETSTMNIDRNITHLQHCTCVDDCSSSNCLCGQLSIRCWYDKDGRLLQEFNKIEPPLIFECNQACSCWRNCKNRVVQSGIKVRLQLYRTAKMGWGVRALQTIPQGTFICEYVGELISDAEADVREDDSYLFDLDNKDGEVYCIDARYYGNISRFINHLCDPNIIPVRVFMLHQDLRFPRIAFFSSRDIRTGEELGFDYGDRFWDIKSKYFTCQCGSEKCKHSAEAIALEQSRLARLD
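G9a (20 nM) preincubated 15 min RT with compounds, then 500 nM biotinylated H3K9 peptide and 20 uM SAM added; 2 h RT reaction. Monomethyl-H3K9 product detected by AlphaScreen with anti-H3K9me1 antibody, streptavidin donor and anti-rabbit IgG acceptor beads.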
PI4K2A inh – qHTS for small molecular inhibitors of PI4K2A; Phosphatidylinositol 4-kinase type 2-alpha (Homo sapiens), Q9BTU6; purified PI4K2A, ADP-Glo luminescence, 1 h; stronger effect = lower value; activity change, negative = inhibition, % at 76.9 µM; hit rate 0.13% among 420,000; in the data active means activity change below about -50%; inconclusive means mostly about -30% to -49%;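 further: -100% = wells without enzyme as full effect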
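PI4K2A activity was measured by ADP-Glo luminescence: enzyme (4 ug/mL stock) and phosphatidylinositol (1.2 mM stock) in Tris pH 7.5/MgCl2/EGTA/Triton X-100 buffer were reacted with ATP (300 microM stock) for one hour at ambient temperature.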
JMJD2A Tudor – qHTS Assay for Inhibitors of JMJD2A-Tudor Domain | Lysine-specific demethylase 4A (Homo sapiens), O75164 | AlphaScreen JMJD2A-Tudor / H3K4me3 peptide binding | Potency, µM (titrated, usually from 114 µM), for the others: at the highest dose activity change, negative = inhibition, usual class: inhibitors | hit rate 4.4% among 390,000; further: potency means the concentration at half of the fitted maximal effect; on the % scale 0 is the no-effect control and ±100 the full control effect; nearly all actives have a fitted effect of over 50% in size
HP1b chromo inh – HTS for Inhibitors of HP1-beta Chromodomain Interactions with Methylated Histone Tails; Chromobox protein homolog 1 (Homo sapiens), P83916; AlphaScreen HP1-beta / biotin-H3K9me3 peptide binding; AID 540317, 2011; hit rate 0.56% among 390,000; Potency, µM (titrated, usually from 114 µM), for inactives: at the top dose activity change, negative = inhibition, most hits filed as inhibitors; further: potency means the concentration at half of the fitted maximal effect; nearly all actives have a fitted effect of over 70% in size; inactives centre near 23
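Compound inhibition of the preformed complex between 50 nM HP1-beta and 50 nM biotinylated H3K9me3 peptide was read by AlphaScreen. Buffer was PBS pH 7.4 with 0.01% Tween-20. Incubations ran 30 min at room temperature, with 10 ug/mL donor/acceptor beads.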
RGS4 inh – Inhibitors of Regulator of G Protein Signaling (RGS) 4: qHTS; Potency, µM (doses to about 114 µM), without a hit: at the top dose activity change, negative = inhibition, usual class: inhibitors; hit rate 0.039% among 390,000; Transcreener GDP fluorescence polarization, RGS4-accelerated GTP hydrolysis; further: potency means the concentration at half of the fitted maximal effect; on the % scale 0 is the no-effect control and ±100 the full control effect; nearly all actives have a fitted effect of over 75% in size; some results filed as inactive show a strong effect at the top dose
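MLSMR compounds (23 nl, pin-transferred) preincubated 10 min at room temperature with a 500nM (2x) first reagent, then RGS4 at 900nM (2x) plus Transcreener GDP mix added; fluorescence polarization (620/688 nm) read before and after 90 min at 30 °C.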
12-LOX inh – Primary qHTS assay for inhibitors of human arachidonate 12S-lipoxygenase (ALOX12): Round 2; Potency, µM (highest dose often 108 µM), without a hit: at the highest dose activity change, negative = inhibition, hits mostly inhibitors; AID 1671190, 2021; purified 12hLO, xylenol orange hydroperoxide absorbance; Polyunsaturated fatty acid lipoxygenase ALOX12 (Homo sapiens), P18054; hit rate 1.1% among 580,000; further: potency means the concentration at half of the fitted maximal effect; on the % scale 0 is the no-effect control and ±100 the full control effect
Target sequence (P18054 whole entry, looked up): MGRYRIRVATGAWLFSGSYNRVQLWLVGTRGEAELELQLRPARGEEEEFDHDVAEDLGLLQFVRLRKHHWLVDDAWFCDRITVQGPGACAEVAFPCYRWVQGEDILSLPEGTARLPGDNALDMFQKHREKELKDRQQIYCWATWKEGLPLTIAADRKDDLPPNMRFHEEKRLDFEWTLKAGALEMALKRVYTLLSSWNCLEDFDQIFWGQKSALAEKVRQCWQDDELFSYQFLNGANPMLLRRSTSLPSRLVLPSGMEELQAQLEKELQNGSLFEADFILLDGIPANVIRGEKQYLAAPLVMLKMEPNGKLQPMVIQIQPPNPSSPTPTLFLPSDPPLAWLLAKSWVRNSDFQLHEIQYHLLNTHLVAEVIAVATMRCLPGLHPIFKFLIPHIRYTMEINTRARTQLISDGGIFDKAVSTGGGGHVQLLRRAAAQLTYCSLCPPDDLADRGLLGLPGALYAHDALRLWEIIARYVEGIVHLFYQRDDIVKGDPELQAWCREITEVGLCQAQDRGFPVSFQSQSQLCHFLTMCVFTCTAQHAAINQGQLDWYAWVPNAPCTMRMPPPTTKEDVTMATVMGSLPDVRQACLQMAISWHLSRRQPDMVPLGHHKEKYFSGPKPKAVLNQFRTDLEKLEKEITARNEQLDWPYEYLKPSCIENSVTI
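Purified human 12hLO at 150 nM in 25 mM Hepes, 0.01% Triton X-100, pH 7.0, preincubated 15 min at room temperature with compound. Reaction started with 40 uM arachidonic acid, 30 min at room temperature. Hydroperoxide measured by Fe-xylenol orange, 573/405 nm absorbance ratio.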
ERG-DNA inh – qHTS for Small Molecule Inhibitors of the ERG Ets/DNA interaction | Transcriptional regulator ERG (Homo sapiens), P11308 | fluorescence polarization, His-ERG Ets domain / labelled DNA | Potency, µM (highest dose often 76.9 µM), inactives show at the top dose FP activity, negative = inhibition, hits mostly inhibitors | hit rate 0.028% among 370,000; active means well fitted inhibition curve with a large enough effect in the polarisation, with a control signal flat; inconclusive means small, poorly fitted or top-dose-only effect, or effect the other way, or a change in a side signal; inactive means no such curve, though single readings can be large or run the other way; the % refers to the polarisation;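 further: polarization taken with two DNA probes labelled with fluorescein and Texas red; potency means the concentration at half of the fitted maximal effect; % of control where 0% means no effect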
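His-tagged ERG Ets domain (1 uM in the protein solution; 300mM KCl, 50mM Tris-HCl, 1mM EDTA, 1mM DTT, pH 7.5) received compound, then a probe mix of 5 nM fluorescein-DNA and 100nM Texas-615-DNA. Fluorescence polarization was read for both dyes.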
GLS inhibitor – qHTS for Inhibitors of Glutaminase (GLS). GLS enzymatic activity, qHTS titration. Potency, µM (titrated, usually from 45.5 µM), for inactives: at the highest dose activity change, negative = inhibition, hits mostly inhibitors. AID 624170, 2012. hit rate 0.21% among 410,000; further: potency means the concentration at half of the fitted maximal effect; on the % scale 0 is the no-effect control and ±100 the full control effect
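Assay buffer: 45 mM KH2PO4 pH 8.2, 0.02% Tween-20. hKGA acts on L-glutamine (1 mM solution added); product glutamate is reported by an oxidase/peroxidase Amplex Red coupling, with fluorescence taken at baseline and 30 min.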
BAZ2B inh – qHTS Assay for Inhibitors of BAZ2B; Potency, µM (titrated, usually from 114 µM), without a hit: at the top dose activity change, negative = inhibition, actives largely listed as inhibitors; AlphaScreen BAZ2B-H3K14Ac peptide displacement; Bromodomain adjacent to zinc finger domain protein 2B (Homo sapiens), Q9UIF8; hit rate 4.4% among 360,000; further: potency means the concentration at half of the fitted maximal effect; on the % scale 0 is the no-effect control and ±100 the full control effect; nearly all actives have a fitted effect of over 60% in size
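Multi-concentration screen (max 110 uM) measuring displacement of acetylated histone H3 peptide from BAZ2B by AlphaScreen, using 50 nM protein, 50 nM peptide and 10 ug/mL streptavidin donor plus Ni-chelate acceptor beads.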
The depositor's hits bear a star; ? = inconclusive; nt = not tested or not shown; & = joins results of further samples; [ ] = remark or other dose. Unless noted, the call rests on the fitted dose curve; in most records, active means well fitted curve in the direction sought with a large enough effect; inconclusive means small, poorly fitted or top-dose-only effect, or another doubt; inactive means no such curve, though single readings can be large; an effect the other way counts as inactive or inconclusive. Some of the compounds tested, so the mix of outcomes need not match the whole.

SMILES	G9a inh	PI4K2A inh	JMJD2A Tudor	HP1b chromo inh	RGS4 inh	12-LOX inh	ERG-DNA inh	GLS inhibitor	BAZ2B inh
O=[N+]([O-])c1ccc(-c2cn3nc(-c4ccccc4)c(-c4ccccc4)nc3n2)cc1	9%	-1	-13%	38%	-3%	?	-7%	-9%	1%
CSc1ncc(OCc2ccccc2)c(=O)[nH]1	nt	-5	-7%	46%[activator]	9%	3%	13%	3%	0%
CC(C)C(=O)Nc1cccc(NC(=S)NC(=O)c2ccc([N+](=O)[O-])cc2)c1	17%[0.0925 µM]	2	-11%	8%	-41%	-7%	-15%	1%	-10%
CC(Sc1ccccc1)C(=O)N/N=C/c1cccnc1 (configuration not stated)	nt	-6	-18%	15%	0%	3%	-4%	0%	-6%
CC(Oc1ccc(Cl)cc1)C(=O)Nc1ccccc1N1CCOCC1 (configuration not stated)	nt	3	20%	63%[activator]	-6%	-15%	11%	-3%	nt
CCc1ccc(NC(=O)C2CCCN(S(=O)(=O)c3ccc4c(c3)CCCN4C(C)=O)C2)cc1 (configuration not stated)	1%	0&1	-5%&-15%	26%	10%&24%	4%&-17%	-12%&-11%	2%&14%	-17%[57.1 µM]
Cc1ccc(N2C(=O)C3CCC(C)(C2=O)C3(C)C)cc1 (configuration not stated)	nt	0	4%	17%	6%	1%	4%	-1%	4%
COc1ccc2[nH]c(=O)c(CN(C(=O)COc3ccccc3)C(C)C)cc2c1	7%	3	4%	29%	0%	-2%	-6%	0%	-20%
Cc1ccnc(SCc2ccc(C(=O)O)cc2)n1	nt	-8	?	32%	-15%[56.9 µM]	-10%	1%	-14%	-4%
Cc1noc(C)c1CCC(=O)NC1CCCN(Cc2ccc(CC(C)C)cc2)C1 (configuration not stated)	12%	3	-6%	29%	4%	1%	15%	3%	-4%
COc1ccc(-c2cn3cc(Cl)ccc3n2)cc1OC	79µM*	4	-4%	6%	12%	?	nt	12%	?
CCCCC(C)n1[nH]c(=O)cc1N (configuration not stated)	-2%	10	-10%	22%	20%	67%[activator]	3%	-5%	11%
Cc1cnc(C(=O)Nc2ccc(C(=O)N3CCCCC3)cc2)cn1	-23%[59 µM]	6	0%	12%	21%	10%	2%	5%	2%
COc1ccc(S(=O)(=O)N2CCCOC2CNC(=O)C(=O)NCc2ccncc2)cc1 (configuration not stated)	29%	4	-14%	9%	1%	-9%	-2%	32%	-4%
CCOc1ccc(S(=O)(=O)Nc2nc3ccccc3nc2-n2ccc(=NC(=O)c3cccs3)cc2)cc1	-4%[59 µM]	0	-12%	29%	11%	-10%	6%	13%	6%
Cc1cc(Br)ccc1Nc1nc(N)nc(N)c1N=O	nt	-4	-28%	5%	?	?	15%	0%	nt
Cn1c(CO)cnc1S(=O)(=O)Cc1ccc(Cl)cc1	nt	-6	4%	40%[activator]	-5%	-6%	29%	-1%	-4%
Cc1cc2nccc(-c3ccco3)n2n1	48%[activator]	0	17%	93%[activator]	-12%	-1%	nt	7%	17%
O=C(N/N=C/c1ccncc1)c1cc([N+](=O)[O-])cc([N+](=O)[O-])c1O	?	-3	79µM*	24%	-15%	50µM*	-7%	?	?
O=C(NCc1ccco1)c1cnn2c1NC(c1ccccc1)CC2C(F)(F)F (configuration not stated)	6%[12.7 µM]	-7	?	9%	0%	-29%	3%	11%	12%
C=CCn1c(O)c(N=NC(=O)C(O)c2ccccc2)c2ccccc21 (configuration not stated)	-26%	2	-26%	6%	14%	8%	15%	-7%	-25%
Cc1nnnn1/C(=C\c1ccccc1)C(=O)OCC(=O)N(C)C1CCS(=O)(=O)C1 (configuration not stated)	?	-1	-8%	35%	-32%	nt	-1%	-6%	1%
Cc1cc(NS(=O)(=O)c2ccc(NC(=O)CCCOc3ccccc3)cc2)no1	-2%	0	-4%	31%	-29%	0%	3%	24%	-2%
CN(C(=O)c1cccc(NC(=O)Cc2cccc(NC(=O)C3CCCN(C(=O)C4CCC4)C3)c2)c1)C1CCC1 (configuration not stated)	nt	-3	-8%	90%[activator]	-15%	-2%	22%	0%	nt
O=C(NC1CCCCC1)C(c1ccco1)N(Cc1cccnc1)C(=O)C1COc2ccccc2O1 (configuration not stated)	11%[59 µM]	0	-17%	-6%	21%	22%	nt	8%	-6%
SMILES	G9a inh	PI4K2A inh	JMJD2A Tudor	HP1b chromo inh	RGS4 inh	12-LOX inh	ERG-DNA inh	GLS inhibitor	BAZ2B inh
CC(=O)Nc1cccc(NC(=O)c2c(-c3ccccc3)c(-c3ccccc3)nn(C)c2=O)c1	-1%[59 µM]	1	-18%	21%	-1%	-15%	5%	13%	-10%
Cc1cccc(N2CCN(C(=O)CSCc3ccc(F)cc3)CC2)c1C	14%[59 µM]	-9	17%	34%[activator]	15%	-23%	1%	3%	49%[activator]
COC(=O)c1c(NC(=O)CN2C(=O)NC(CCc3ccccc3)C2=O)sc2c1CCCCC2 (configuration not stated)	-3%	2	-21%	-4%	0%	-25%	6%	17%	-7%
CC12CCC(C/C1=N/O)C2(C)C (configuration not stated)	10%	1	-19%	9%	5%	28%	2%	-1%	-4%
COc1ccc(-c2cc(C(=O)Nc3c(C)n(C)n(-c4ccccc4)c3=O)no2)cc1	-37%	-4&-2	-3%&-1%	66%&32%[activator]	1%&4%	-18%&-15%	22%&-1%	-2%&6%	-21%&8%
CCCn1c(=O)c(C(=O)NCc2ccc(OC)c(OC)c2)c(O)c2ccccc21	17%[59 µM]	3	-8%	72%[activator]	-24%	-5%	3%	3%	3%
CCOC(=O)C1=C(COc2ccccc2)NC(=O)NC1c1ccc(Br)cc1 (configuration not stated)	nt	2	-14%	29%	5%	-10%	12%	5%	-30%
Cc1nc(C(F)(F)F)c(C(=O)O)cc1-c1nc(-c2ccccc2)cs1	5%	-5	-8%	17%	16%	17%	3%	13%	-9%
CCN(C(=O)c1c(-c2ccccc2)noc1C)c1ccccc1	20%[59 µM]	1	-11%	22%	15%	?	-2%	1%	-4%
COc1cc(O)ccc1C1CC(=O)Nc2c1c(=O)nc(SCc1ccccc1C)n2C (configuration not stated)	2%[59 µM]	-3	-23%	31%	29%	3%	-1%	10%	-22%
c1cc(-c2nnc3sc(C4CCCCC4)nn23)ccn1	19%	-3	-6%	61%[activator]	-2%	-2%	2%	5%	7%
O=C(N/N=C(\Cc1ncc[nH]1)c1ccccc1)c1cccnc1	-11%	0	50µM*	24%	12%	4%	-5%	?	14µM*
Nc1cc(C(=O)OCC(=O)N2CCOCC2)ccc1Cl	2%[59 µM]	-1	-13%	-14%	-16%	17%	9%	-11%	3%
CS(=O)(=O)N(CC(=O)Nc1ccccc1Cl)c1ccc(Cl)cc1	13%	1	7%	25%	-14%	1%	-4%	3%	8%
Cc1ccccc1NC(=O)Cn1cc(C(=O)c2ccco2)c2ccccc21	-28%[59 µM]	-1	-24%	8%	2%	?	-18%	-2%	?
COC(=O)c1ccsc1NC(=O)c1ccc(Cl)s1	45%[12.7 µM]	1	-4%	70%[activator]	-24%	-1%	3%	-3%	6%
Cc1ccc(NC(NC(=O)c2cccs2)C(Cl)(Cl)Cl)cc1C (configuration not stated)	?	-2	-34%	2%	-22%	24%	2%	6%	12%[57.1 µM]
Cc1ccc(NC(=O)CCC(=O)N2Cc3ccccc3Oc3ncccc32)cc1F	11%[59 µM]	1	-22%	16%	-4%	-7%	1%	21%	0%[57.1 µM]
Cc1ncoc1C(=O)Nc1cccc(Cl)c1C	-1%[12.7 µM]	-1	0%	16%	-14%	-19%	-9%	1%	-2%
O=C(COc1ccc(Br)cc1Cl)NC(=O)NCc1ccccc1	-12%[59 µM]	0	-2%	47%[activator]	6%	-18%	12%	-4%	3%
CCOC(=O)N=Nc1c(O)n(C)c2ccccc12	5%[59 µM]	1	10%	21%	-3%	-18%	-1%	-11%	0%
CC1CN(S(=O)(=O)c2cccc(C(=O)NCc3ccco3)c2)CC(C)O1 (configuration not stated)	12%[2.33 µM]	0	-18%	27%	9%	0%	-3%	10%	0%
O=C1/C(=C/c2cccnc2)SC(=S)N1Cc1ccco1	nt	3	?	-17%	?	7%	45%[activator]	-1%	nt
CCN(CC)S(=O)(=O)N1CCC(C(=O)NCCN2CCOCC2)CC1	-10%[59 µM]	-1	-12%	33%[activator]	-26%	4%	11%	-3%	8%
Cc1ccccc1NC(=O)Cn1c(=O)n(CCc2ccccc2)c(=O)c2sc3ccccc3c21	15%[59 µM]	1	7%	23%	-12%	-23%	-3%	-11%	-1%
